Screens (PubChem)
UGM FP inh = M. tuberculosis UGM enzyme inhibitors, primary screen, biochemical, fluorescence polarization, single point. 320,000 tested, 0.06% active. UDP-galactopyranose mutase (Mycobacterium tuberculosis (strain ATCC 25618 / H37Rv)), …. inhibition, % at 10 µM. AID 504406, 2011. purified UGM, fluorescence polarization probe displacement; in the data active = inhibition above about 10%, passing the limit was not always enough; inconclusive = no clear call, values can overlap the other calls
Target sequence (P9WIQ1 whole entry, looked up): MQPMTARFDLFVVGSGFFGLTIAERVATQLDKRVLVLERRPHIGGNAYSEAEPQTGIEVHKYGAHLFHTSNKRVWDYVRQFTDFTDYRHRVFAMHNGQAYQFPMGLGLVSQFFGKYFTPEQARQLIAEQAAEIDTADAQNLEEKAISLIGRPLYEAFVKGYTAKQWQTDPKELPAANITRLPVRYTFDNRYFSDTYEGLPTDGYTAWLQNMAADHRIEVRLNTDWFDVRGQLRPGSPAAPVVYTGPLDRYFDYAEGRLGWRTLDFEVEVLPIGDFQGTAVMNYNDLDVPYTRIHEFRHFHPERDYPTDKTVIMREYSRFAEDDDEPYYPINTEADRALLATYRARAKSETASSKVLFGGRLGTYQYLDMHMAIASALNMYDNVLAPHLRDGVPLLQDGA
GDH-TPI inh = GDH-TPI coupling enzyme inhibitors, primary screen, artefact control for M. tuberculosis FBA inhibitor project, biochemical, absorbance, full deck; GDH-TPI coupled enzyme counterscreen, NADH absorbance; inhibition, % at 4.8 µM; 360,000 tested, 1.2% active; AID 588335, 2011; in the data active = inhibition above about 30%;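 note: 0% = DMSO wells and 100% = wells lacking the enzyme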
BoNT A protease = BoNT/A light chain protease inhibitors, primary screen, biochemical, flow cytometry, MLPCN library; 360,000 tested, 0.17% active; inhibition, % at 10 µM; Botulinum neurotoxin type A light chain protease (Clostridium botulinum A str. ATCC 3502); AID 588499, 2011; multiplex microsphere protease substrate cleavage; note: plate controls were buffer without enzyme for full effect and enzyme alone for no effect
Anthrax LF inh2 = Bacillus anthracis LF protease inhibitors, primary screen, biochemical, multiplex microsphere, MLPCN library; 360,000 tested, 0.12% active; Lethal factor (Bacillus anthracis), P15917; inhibition, % at 10 µM; AID 588501, 2011; multiplex microsphere protease cleavage assay; note: plate controls were buffer without enzyme for full effect and enzyme alone for no effect
Mtb FBA inh = Mtb FBA enzyme inhibitors, primary screen, biochemical, fluorescence, strain H37Rv; AID 588726, 2011; 360,000 tested, 2.3% active; inhibition, % at 1 µM; purified M. tuberculosis FBA, fluorescence read-out; in the data active = inhibition above about 27%;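 note: 0% = vehicle and 100% = reference inhibitor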
Target sequence (P9WQA3 whole entry, looked up): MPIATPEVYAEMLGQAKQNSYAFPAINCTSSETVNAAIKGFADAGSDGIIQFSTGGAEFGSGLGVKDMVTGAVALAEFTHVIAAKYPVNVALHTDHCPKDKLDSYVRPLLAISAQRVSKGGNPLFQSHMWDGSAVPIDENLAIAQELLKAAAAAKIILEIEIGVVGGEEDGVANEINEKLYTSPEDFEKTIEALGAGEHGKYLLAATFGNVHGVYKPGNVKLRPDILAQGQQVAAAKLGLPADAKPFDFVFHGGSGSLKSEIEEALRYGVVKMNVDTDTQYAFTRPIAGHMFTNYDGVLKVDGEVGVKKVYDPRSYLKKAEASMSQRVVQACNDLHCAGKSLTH
BoNT F protease = BoNT/F light chain protease inhibitors, primary screen, biochemical, flow cytometry, MLPCN library | Botulinum neurotoxin type F light chain protease (Clostridium botulinum) | Multiplex microsphere protease cleavage assay | inhibition, % at 10 µM | 360,000 tested, 0.22% active | AID 588497, 2011; in the data active = inhibition above about 35%, passing the limit was not always enough; inconclusive = no clear call, values can overlap the other calls; note: plate controls were buffer without enzyme for full effect and enzyme alone for no effect
FadD28 binding = inhibitors of FadD28 bisubstrate probe binding, primary screen, biochemical, fluorescence polarization, single point; AID 588549, 2011; 360,000 tested, 0.22% active; Mycobacterium tuberculosis FadD28 fatty-acid-AMP ligase; inhibition, % at 12.5 µM; in the data active = inhibition above about 8.5%, passing the limit was not always enough; inconclusive = no clear call, values can overlap the other calls
PfHsp40 rescue = rescue of yeast from PfHsp40 toxicity, primary screen, S. cerevisiae, ATP luminescence; 340,000 tested, 0.68% active; growth rescue, % at 12.5 µM; S. cerevisiae expressing PfHsp40, growth rescue; in the data active = growth rescue above about 28%, passing the limit was not always enough; inconclusive = no clear call, values can overlap the other calls;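 note: yeast W303a lacking pdr1 and pdr3 grown in galactose medium; growth measured after three days at 30 °C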
BioA inh = M. tuberculosis BioA enzyme inhibitors, primary screen, biochemical, plate reader, single point, HTS; 360,000 tested, 0.096% active; purified M. tuberculosis BioA enzyme; inhibition, % at 9.99 µM; AID 602481, 2012; in the data active = inhibition above about 40%; inconclusive = no clear call, values can overlap the other calls
An asterisk follows results filed as active; ? = inconclusive; · = no result given. Cut-off read from the data, not from the text of the source, unless noted: active = inhibition above about 30%; inconclusive = no clear call, values can overlap the other calls; inactive = below that.

SMILES	UGM FP inh	GDH-TPI inh	BoNT A protease	Anthrax LF inh2	Mtb FBA inh	BoNT F protease	FadD28 binding	PfHsp40 rescue	BioA inh
NNC(=O)c1cn2ccccc2n1	-2.2	17.5	?	-5.3	-0.9	1.0	-2.6	0.7	1.7
CSc1nc(NCC(C)O)c2c3c(sc2n1)CN(C)CC3 (stereo unspecified)	-1.9	8.1	-0.3	-11.6	112.9*	?	-2.4	0.1	11.8
CSc1ccccc1C(=O)N1CCN(c2ccc(F)cc2)CC1	-0.4	-9.7	1.1	-1.5	1.2	0.4	1.2	0.8	0.9
C#CCOCCOCCOCCNc1nc(N2CCN(C(=O)CCCCCCCCCCNC(=O)Cn3cc(CCCCCN)nn3)CC2)nc(N2CCN(C(=O)CCCCCCCCCCNC(=O)[C@H](CO)n3cc(CCCSC)nn3)CC2)n1	-1.6	-0.9	-1.0	-8.6	-2.9	-58.4	-2.4	13.7	-1.2
C=CCCC(=O)N1CCC(n2nccc2NC(=O)CCCc2ccccc2)CC1	2.5	5.9	-0.3	-0.5	1.9	2.7	-1.9	0.9	-0.2
CC1CCN(S(=O)(=O)c2ccc(NC(=O)C3CCCCC3C(=O)O)cc2)CC1 (stereo unspecified)	·	10.9	-0.2	4.7	0.1	-3.0	-1.4	0.4	0.1
CCN(CC)CCCNC(=O)CC1Sc2ccccc2NC1=O (stereo unspecified)	-1.9	-6.6	-0.1	-2.6	3.7	2.4	-1.1	-1.9	-0.7
Cc1noc(/C=C/N(C)C)c1S(=O)(=O)N1CCN(c2ccc(F)cc2)CC1	-1.5	34.0*	-7.8	-1.9	-2.5	-11.8	1.8	0.4	-1.2
Cc1cc(SCCOc2ccc(Br)cc2)nc(N)n1	-2.6	-5.0	0.5	-2.7	0.6	?	-0.5	0.3	-2.0
COc1ccc(C(CNC(=O)c2cccc(S(=O)(=O)Nc3ccccc3OC)c2)N2CCOCC2)cc1 (stereo unspecified)	-1.0	7.0	8.5	-4.0	5.1	14.4	-0.3	0.5	-1.0
CN(C)c1ccc(/C=C(/C#N)C(=O)Nc2nc3c(s2)CCN(Cc2ccccc2)C3)cc1	·	-2.6	5.1	18.6	-10.7	19.8	2.8	1.7	-3.3
COc1ccc(-c2cc3nc(NCc4ccc(C)cc4C)n(C)c(=O)c3s2)cc1OC	·	1.3	0.0	-4.8	0.5	-4.6	-3.3	·	-0.8
COc1ccccc1NS(=O)(=O)c1cccc(NC(=O)c2cncc(Br)c2)c1	4.0	8.5	-0.5	0.3	4.1	-5.0	-2.5	5.8	-1.2
Fc1ccc(C2Nc3cccc4cccc(c34)N2)cc1	-0.6	-1.3	-0.3	1.0	6.3	-20.8	-0.3	-1.8	-1.8
COC(=O)[C@H](c1ccccc1Cl)N1CCc2sccc2C1	-3.5	-0.5	-0.7	10.0	0.5	1.3	-0.9	-0.2	-0.7
Cc1ccc(CN(C(=O)c2csnn2)C(C(=O)NC2CCCC2)c2cccnc2)cc1 (stereo unspecified)	-1.2	8.1	0.7	-8.8	3.0	-13.7	0.0	1.2	-5.4
C/C(=N\NC(=S)NCc1ccccc1)c1ccc(C(C)(C)C)cc1	-1.2	10.8	-0.6	-5.1	1.6	-1.9	-1.4	0.9	-2.1
O=C(COC(=O)C1C2CC3OC(=O)C1C3C2)Nc1cccc(C(F)(F)F)c1 (stereo unspecified)	-2.8	5.5	-2.4	6.8	-2.4	-1.6	-3.9	0.1	-1.0
O=C(Nc1cccc2ccccc12)c1ccc(Cn2cc(Cl)cn2)cc1	-1.1	-2.7	-0.2	-4.6	1.4	-6.6	-0.6	1.0	·
COc1ccc(/C=C/C(=O)N2CCN(c3ccccn3)CC2)c2ccccc12	3.8	12.1	0.0	-6.8	1.4	-5.6	-7.0	5.8	·

Gathered by group: those above containing an aryl thioether with sulfur outside any ring.
SMILES	UGM FP inh	GDH-TPI inh	BoNT A protease	Anthrax LF inh2	Mtb FBA inh	BoNT F protease	FadD28 binding	PfHsp40 rescue	BioA inh
CSc1nc(NCC(C)O)c2c3c(sc2n1)CN(C)CC3 (stereo unspecified)	-1.9	8.1	-0.3	-11.6	112.9*	?	-2.4	0.1	11.8
CSc1ccccc1C(=O)N1CCN(c2ccc(F)cc2)CC1	-0.4	-9.7	1.1	-1.5	1.2	0.4	1.2	0.8	0.9
Cc1cc(SCCOc2ccc(Br)cc2)nc(N)n1	-2.6	-5.0	0.5	-2.7	0.6	?	-0.5	0.3	-2.0

Following part.
SMILES	UGM FP inh	GDH-TPI inh	BoNT A protease	Anthrax LF inh2	Mtb FBA inh	BoNT F protease	FadD28 binding	PfHsp40 rescue	BioA inh
Cc1cc(C)n(CC(C)C(=O)O)n1 (stereo unspecified)	3.4	-6.3	-0.3	-0.9	0.5	-0.4	-3.2	-1.1	·
CCOc1ccc(CCNS(=O)(=O)c2cc3c(cc2C)NC(=O)CO3)cc1OCC	0.9	12.0	-0.6	3.4	-0.1	-15.1	-0.7	0.6	-0.2
O=C(Nc1ccc(Cl)cc1)C1CCN(C(=O)c2cccs2)CC1	-1.7	1.5	0.4	0.5	2.3	-0.2	-1.4	1.4	5.4
Cc1nnc(SCC(=O)Nc2ccc(O)cc2)c2ccccc12	-0.1	10.3	0.5	-1.8	1.1	7.1	-1.2	0.5	-1.2
COc1ccc(NC(=O)c2sccc2SCC#N)cc1	0.0	6.7	-0.5	-2.9	0.9	-3.7	0.8	1.4	14.0
CCOC(=O)CNC(=O)OC1CCN2Cc3ccccc3N=C12 (stereo unspecified)	-0.9	1.3	-2.8	-0.4	-3.7	6.4	1.9	?	0.3
Cc1ccc(-c2nc(SCC(=O)N(C)C3CCS(=O)(=O)C3)[nH]c2-c2ccc(C)cc2)cc1 (stereo unspecified)	0.1	9.2	-0.3	-4.0	2.2	-9.6	0.8	0.7	1.1
COc1cc(S(=O)(=O)N(Cc2cccnc2)Cc2ccco2)ccc1-n1cnnn1	-0.7	2.9	-0.9	-2.3	7.6	-6.6	-0.8	3.1	12.3
O=C(CCn1c(=S)oc2ccccc21)NCCC1=CCCCC1	0.0	0.0	-0.4	-2.5	3.9	2.4	-1.9	-0.8	·
C/C(=N/NC(=O)c1ccccn1)c1ccncc1	3.1	-8.6	-0.5	-2.0	3.9	17.9	-0.2	-0.3	-1.5
CC(C(=O)NCC1CCCO1)N(C(=O)c1snc(C(N)=O)c1N)c1cccc(F)c1 (stereo unspecified)	0.7	9.3	-0.6	-7.3	18.8	-5.6	-0.8	0.1	0.9
CCCN(CC(=O)Nc1ccccc1OC)Cc1c(O)ccc2ccccc12	-2.3	0.4	-2.3	-1.4	3.0	8.9	-3.8	0.2	0.1
O=C(CCC(=O)CCN1CCCCC1)CCN1CCCCC1	-0.6	15.0	2.6	-2.2	-8.2	11.9	-0.9	-0.5	2.0
COc1ccc(N2C(=O)c3ccccc3NC2c2ccc(NC(C)=O)cc2)c(OC)c1 (stereo unspecified)	0.5	4.5	-0.9	-4.5	42.3*	0.4	0.3	-0.6	-2.4
Cc1ccc(NC(=O)c2cc(-c3ccco3)on2)cc1C	-1.9	9.5	-1.9	-1.8	3.2	-6.3	0.4	0.4	-1.5
COc1ccc(Cn2c(C)c(C)c(C#N)c2NC(=O)Nc2ccccc2)cc1	1.0	3.0	-0.4	1.0	2.8	6.5	-1.5	-1.1	-1.1
CC1CCN(C(=O)CCNC(=O)c2ccccc2Cl)CC1	-0.6	0.7	-1.4	-2.9	1.9	-6.5	-0.2	-0.5	-0.4
CCC(C)(C(=O)NC1CCCCC1)N(Cc1ccco1)C(=O)CNC(=O)c1ccccc1 (stereo unspecified)	-1.0	4.9	-0.9	-6.8	1.9	-47.8	0.7	1.2	-2.1
CCC(=O)N(CCO)Cc1cc2ccc(C)c(C)c2[nH]c1=O	-0.1	6.0	-0.6	0.1	7.3	-2.5	1.4	-1.0	-0.3
COc1ccc(CNc2nc3nc4c(c(=O)n3[nH]2)CCC4)cc1	0.2	-3.2	-0.1	-0.4	1.4	0.6	1.0	-2.0	-0.7
Clc1ccc(CNCc2cccs2)cc1Cl	1.4	5.7	-0.1	-0.5	1.0	-10.7	-0.4	-0.5	-2.9
O=C(Cc1ccc(S(=O)(=O)N2CCOCC2)s1)NCCc1ccc(F)cc1	2.2	3.5	5.3	-2.2	5.1	17.1	-3.1	-0.5	-1.3
COc1ccccc1CNC(=O)COC(=O)c1n[nH]c2ccccc12	0.8	0.9	0.5	6.8	2.5	-4.2	-0.2	-0.2	·
O=C(NCCC1CCCCN1S(=O)(=O)c1ccc(Cl)cc1)C(=O)NCc1ccco1 (stereo unspecified)	1.1	5.5	0.9	-6.6	2.0	2.5	0.2	0.0	-2.9
CC(C)(C)NS(=O)(=O)c1ccc(CCC(=O)Nc2cc(Cl)ccc2Oc2ccccc2)cc1	-1.4	7.2	0.7	-4.0	-3.9	7.1	-2.3	-0.2	0.4
Cn1c(=S)c2[nH]c(SCCN3CCCC3)nc2n(C)c1=O	-1.2	15.2	1.0	-9.9	3.0	2.1	-1.2	-1.0	-1.2
O=C(NCCC1=CCCCC1)C(=O)NCC1OCCCN1S(=O)(=O)c1cc(F)ccc1F (stereo unspecified)	-0.5	-5.8	0.2	0.2	0.5	-1.1	-2.0	1.6	-1.4
COc1ccc(NC(=O)c2sc(=O)n(Cc3ccc(F)c(Cl)c3)c2C)cc1OC	·	-3.4	0.3	-6.6	-0.7	0.2	-3.5	·	11.7
Cc1ccc(-c2nc3cc(Br)cnc3nc2-c2ccc(C)cc2)cc1	1.4	-1.2	45.7*	21.5	3.3	7.4	0.4	1.8	·
N#Cc1cnn2c(C(F)(F)F)cc(-c3ccccc3)nc12	2.3	15.4	-3.5	-7.7	7.2	-15.2	-0.7	-1.4	-0.8
O=c1cc(/N=C/c2coc3c(ccc4ccccc43)c2=O)[nH]c(=S)[nH]1	-2.2	29.7	-0.2	-0.4	-0.5	-5.8	1.1	0.2	·
CCOC(=O)COc1ccccc1/C=C\[N+](=O)[O-]	1.3	0.0	-0.7	-1.7	-1.2	1.4	-2.6	71.4*	·
O=C1CN=C(c2cccs2)c2c(sc3c2CCCC3)N1	-0.7	8.1	-0.6	-13.5	-0.4	-2.7	0.2	0.0	7.4
O=C(C1CCN(CCCc2ccccc2)CC1)N(CCc1ccccc1)Cc1ccccc1	0.7	5.3	-0.2	-4.2	-0.1	-5.5	-3.9	-0.3	0.6
CCC(=O)NC(=Nc1nc2ccccc2s1)NC(=O)CC	0.3	13.5	-0.1	-0.9	-0.9	-4.0	1.4	-1.3	-0.1
CCOC(=O)C1=C(C)NC2=C(C(=O)CC(C)(C)C2)C1c1ccc(O)c(OCC)c1 (stereo unspecified)	0.1	3.4	0.8	-1.0	-1.2	4.0	2.0	0.5	-2.7
O=C(Nc1ccc([N+](=O)[O-])cc1)Nc1ccc(N2CCOCC2)c2nonc12	0.8	-0.3	-1.6	-1.6	0.8	4.1	-0.1	-1.4	0.8

Entries of single compounds from above.
`O=C(NCCC1CCCCN1S(=O)(=O)c1ccc(Cl)cc1)C(=O)NCc1ccco1` (stereo unspecified) reads UGM FP inh: 1.1; GDH-TPI inh: 5.5; BoNT A protease: 0.9; Anthrax LF inh2: -6.6; Mtb FBA inh: 2.0; BoNT F protease: 2.5; FadD28 binding: 0.2; PfHsp40 rescue: 0.0; BioA inh: -2.9
`COc1ccccc1CNC(=O)COC(=O)c1n[nH]c2ccccc12` reads UGM FP inh: 0.8; GDH-TPI inh: 0.9; BoNT A protease: 0.5; Anthrax LF inh2: 6.8; Mtb FBA inh: 2.5; BoNT F protease: -4.2; FadD28 binding: -0.2; PfHsp40 rescue: -0.2; BioA inh: ·
